Screening data (PubChem)
NCI-60 one-dose screen, 48 h, at 10 µM unless noted. Numbers give growth in % (100 = growth as untreated, 0 = no growth, -100 = all killed).
SN12C: SN12C renal cancer cells. 81,000 tested, 3.8% active
UO-31: UO-31 renal cancer; 81,000 tested, 5.2% active
OVCAR-4: OVCAR-4 ovarian cancer cells. 80,000 tested, 3.7% active. AID 1794784
SK-OV-3: SK-OV-3 ovarian cancer cells; 80,000 tested, 3.2% active; AID 1794785
OVCAR-5: OVCAR-5 ovarian cancer. 82,000 tested, 2.9% active. AID 1794783
786-0: 786-0 renal cancer cells. AID 1794775. 81,000 tested, 5.1% active
IGROV1: IGROV1 ovarian cancer; 79,000 tested, 4.7% active
TK-10: TK-10 renal cancer cells. AID 1794769. 81,000 tested, 3.9% active
Active calls of the source: *; & = joins results of further samples. Rule for the calls: active = growth percent below 10; inactive = the rest. Not all compounds are listed; the hit share may differ from the screen's.

CCn1cc(C(=O)O)c(=O)c2cc(F)c(N3CCNCC3)nc21 was read as SN12C 88, UO-31 82, OVCAR-4 106, SK-OV-3 103, 786-0 108, IGROV1 107 and TK-10 141.
`CCc1nc(-c2cccc(C)c2)c(-c2ccnc(NC(=O)c3ccccc3)c2)s1` gave SN12C 88, UO-31 51, OVCAR-4 76, SK-OV-3 86, OVCAR-5 91, 786-0 87, IGROV1 65 and TK-10 85.
NC(N)=NCCCC(N)C(=O)O (stereo unspecified) was read as SN12C 100&100&98&105&110&102, UO-31 81&80&84&76&90&91, OVCAR-4 117&92&108&108&111&122, SK-OV-3 108&98&104&100&117&103, OVCAR-5 103&101&106&104&119&113, 786-0 114&110&99&101&105&97, IGROV1 121&122&121 and TK-10 124&95&91&110&111&99.
For Cn1c(NC(=O)CN2CCN(c3cc4c(cc3F)c(=O)c(C(=O)O)cn4C3CC3)CC2)cc(=O)n(C)c1=O the results were SN12C 96, UO-31 84, OVCAR-4 109, SK-OV-3 112, OVCAR-5 99, 786-0 97, IGROV1 102 and TK-10 104.
Screening NC(=O)C[C@H](N)C(=O)O returned SN12C 99, UO-31 97, OVCAR-4 120, SK-OV-3 111, OVCAR-5 99, 786-0 105, IGROV1 118 and TK-10 126.
`O=C(NC[C@H](O)CO)c1ccncc1Nc1ccc(I)cc1F` gave SN12C 60, UO-31 35, OVCAR-4 41, SK-OV-3 34, OVCAR-5 7.4*, 786-0 70, IGROV1 16 and TK-10 41.
`CCCCCCCC/C=C\CCCCCCCC(=O)O` gave SN12C 111, UO-31 76, SK-OV-3 108, OVCAR-5 120, 786-0 97, IGROV1 106 and TK-10 127.
`CC(C)(CO)C(O)C(=O)NCCCO` (stereo unspecified) gave SN12C 108&106&97, UO-31 84&97&87, OVCAR-4 117&110&101, SK-OV-3 113&115&101, OVCAR-5 98&109&91, 786-0 121&126&107, IGROV1 122&113 and TK-10 117&114&107.
Screening COc1cc(OC)c(/C=C/S(=O)(=O)Cc2ccc(OC)c(NCC(=O)O)c2)c(OC)c1 returned SN12C 34, UO-31 36, OVCAR-4 60, SK-OV-3 16, OVCAR-5 49, 786-0 22, IGROV1 23 and TK-10 50.
`NC(N)=NC(=O)Cc1c(Cl)cccc1Cl` gave SN12C 94, UO-31 82, OVCAR-4 99, SK-OV-3 108, OVCAR-5 123, 786-0 98, IGROV1 114 and TK-10 107.

Next section (two carried over from the part before).
Screening COc1cc(OC)c(/C=C/S(=O)(=O)Cc2ccc(OC)c(NCC(=O)O)c2)c(OC)c1 returned SN12C 34, UO-31 36, OVCAR-4 60, SK-OV-3 16, OVCAR-5 49, 786-0 22, IGROV1 23 and TK-10 50.
`NC(N)=NC(=O)Cc1c(Cl)cccc1Cl` gave SN12C 94, UO-31 82, OVCAR-4 99, SK-OV-3 108, OVCAR-5 123, 786-0 98, IGROV1 114 and TK-10 107.
For NCCCC[C@H](N)C(=O)O the results were SN12C 104, UO-31 100, OVCAR-4 121, SK-OV-3 113, OVCAR-5 109, 786-0 106, IGROV1 107 and TK-10 114.
For O=C(O)/C=C/c1ccc(O)cc1 the results were SN12C 94, UO-31 109, OVCAR-4 114, SK-OV-3 118, OVCAR-5 107, 786-0 110, IGROV1 133 and TK-10 109.
Cn1cc(C(=O)c2nc(-c3cn(C)c4ccc(F)cc34)no2)c2ccccc21 was read as SN12C 91, UO-31 71, OVCAR-4 89, SK-OV-3 87, OVCAR-5 93, 786-0 110, IGROV1 88 and TK-10 103.
Screening O=C(Nc1ccc(OCc2cccc(Cl)c2)cc1)c1ccc2nc(NC(=O)c3ccc(NCCc4ccccc4)c([N+](=O)[O-])c3)sc2c1 returned SN12C 93, UO-31 44, OVCAR-4 73, SK-OV-3 88, OVCAR-5 116, 786-0 101, IGROV1 93 and TK-10 111.
CC(=O)Nc1ncc([N+](=O)[O-])s1 was read as SN12C 95&97&104, UO-31 90&90&94, OVCAR-4 105&103&111, SK-OV-3 111&109&106, OVCAR-5 99&132&109, 786-0 99&102&100, IGROV1 108&97&112 and TK-10 103&104&112.
`O=C(Nc1ccc(OCc2ccc(Cl)cc2)cc1)c1ccc2nc(NS(=O)(=O)c3ccc4ccccc4c3)sc2c1` gave SN12C 96, UO-31 79, OVCAR-4 94, SK-OV-3 100, OVCAR-5 110, 786-0 103, IGROV1 93 and TK-10 111.
`C[C@@H](N)c1ccc(C(=O)Nc2ccnc3[nH]ccc23)cc1` gave SN12C 52, UO-31 13, OVCAR-4 70, SK-OV-3 -45*, OVCAR-5 43, 786-0 33, IGROV1 28 and TK-10 46.
`O=C(O)C1(Cc2cccc(Nc3nccs3)n2)CCC(Oc2cccc(Cl)c2F)CC1` (stereo unspecified) gave SN12C 73, UO-31 73, OVCAR-4 106, SK-OV-3 63, OVCAR-5 80, 786-0 75, IGROV1 77 and TK-10 64.
Cc1cc(C)cc(OCC2CNC(=O)O2)c1 (stereo unspecified) was read as SN12C 106&109, UO-31 100&90, OVCAR-4 113&105, SK-OV-3 109&100, OVCAR-5 92&110, 786-0 96&110, IGROV1 107&108 and TK-10 105&103.
For Nc1c2ccccc2nc2ccccc12 (tested in a mixture with another compound) the results were SN12C 20, UO-31 15, OVCAR-4 19, SK-OV-3 33, OVCAR-5 16, 786-0 33, IGROV1 23 and TK-10 15.
For COC(=O)C(C)(C)C1Oc2ccc(F)cc2C(=O)/C1=C\NS(=O)(=O)c1ccc(C)cc1 (stereo unspecified) the results were SN12C 101, UO-31 83, OVCAR-4 113, SK-OV-3 96, OVCAR-5 99, 786-0 104, IGROV1 105 and TK-10 91.
`COc1ccc(-c2cnc3c(-c4cccc5ncccc45)cnn3c2)cc1` gave SN12C 38, UO-31 55, OVCAR-4 6.3*, SK-OV-3 24, OVCAR-5 82, 786-0 18, IGROV1 45 and TK-10 62.
OCc1ccccn1 was read as SN12C 97, UO-31 98, OVCAR-4 113, SK-OV-3 117, OVCAR-5 105, 786-0 104, IGROV1 116 and TK-10 100.
For C=C1c2cccc(O)c2C(O)=C2C(=O)[C@]3(O)C(O)=C(C(N)=O)C(=O)[C@@H](N(C)C)[C@@H]3[C@@H](O)[C@H]12 the results were SN12C 98, UO-31 63, OVCAR-4 92, SK-OV-3 102, 786-0 89, IGROV1 68 and TK-10 84.
For COc1cc(Nc2ncc3c(n2)-c2ccc(Cl)cc2C(c2c(F)cccc2OC)=NC3)ccc1C(=O)O the results were SN12C 73, UO-31 52, OVCAR-4 78, SK-OV-3 62, OVCAR-5 82, 786-0 89, IGROV1 63 and TK-10 64.
`COc1ccc(/C=C/C(=O)O)cc1` gave SN12C 100, UO-31 89, OVCAR-4 109, SK-OV-3 107, OVCAR-5 107, 786-0 105, IGROV1 119 and TK-10 139.
CC(O)CC(=O)O (stereo unspecified) was read as SN12C 103, UO-31 91, OVCAR-4 121, SK-OV-3 114, OVCAR-5 116, 786-0 100, IGROV1 105 and TK-10 88.
`CC(C)n1nc(-c2ccc3oc(N)nc3c2)c2c(N)ncnc21` gave SN12C 3.1*, UO-31 -21*, OVCAR-4 -32*, SK-OV-3 -33*, OVCAR-5 -10.0*, 786-0 -37*, IGROV1 -27* and TK-10 -30*.
`COc1c(O)cc2c(c1O)[C@H]1O[C@H](CO)[C@@H](O)[C@H](O)[C@@H]1OC2=O` gave SN12C 85, UO-31 89, OVCAR-4 115, SK-OV-3 94, 786-0 103, IGROV1 126 and TK-10 114.
`Cn1cc(-c2nnc(-c3cn(C)c4ncccc34)o2)c2cc(Br)ccc21` gave SN12C 85, UO-31 66, OVCAR-4 102, OVCAR-5 101, 786-0 102, IGROV1 70 and TK-10 131.

Quoted from the entries so far (12 entries):
Cc1cc(C)cc(OCC2CNC(=O)O2)c1 (stereo unspecified) was read as SN12C 106&109, UO-31 100&90, OVCAR-4 113&105, SK-OV-3 109&100, OVCAR-5 92&110, 786-0 96&110, IGROV1 107&108 and TK-10 105&103.
For Nc1c2ccccc2nc2ccccc12 (tested in a mixture with another compound) the results were SN12C 20, UO-31 15, OVCAR-4 19, SK-OV-3 33, OVCAR-5 16, 786-0 33, IGROV1 23 and TK-10 15.
For COC(=O)C(C)(C)C1Oc2ccc(F)cc2C(=O)/C1=C\NS(=O)(=O)c1ccc(C)cc1 (stereo unspecified) the results were SN12C 101, UO-31 83, OVCAR-4 113, SK-OV-3 96, OVCAR-5 99, 786-0 104, IGROV1 105 and TK-10 91.
`COc1ccc(-c2cnc3c(-c4cccc5ncccc45)cnn3c2)cc1` gave SN12C 38, UO-31 55, OVCAR-4 6.3*, SK-OV-3 24, OVCAR-5 82, 786-0 18, IGROV1 45 and TK-10 62.
OCc1ccccn1 was read as SN12C 97, UO-31 98, OVCAR-4 113, SK-OV-3 117, OVCAR-5 105, 786-0 104, IGROV1 116 and TK-10 100.
For C=C1c2cccc(O)c2C(O)=C2C(=O)[C@]3(O)C(O)=C(C(N)=O)C(=O)[C@@H](N(C)C)[C@@H]3[C@@H](O)[C@H]12 the results were SN12C 98, UO-31 63, OVCAR-4 92, SK-OV-3 102, 786-0 89, IGROV1 68 and TK-10 84.
For COc1cc(Nc2ncc3c(n2)-c2ccc(Cl)cc2C(c2c(F)cccc2OC)=NC3)ccc1C(=O)O the results were SN12C 73, UO-31 52, OVCAR-4 78, SK-OV-3 62, OVCAR-5 82, 786-0 89, IGROV1 63 and TK-10 64.
`COc1ccc(/C=C/C(=O)O)cc1` gave SN12C 100, UO-31 89, OVCAR-4 109, SK-OV-3 107, OVCAR-5 107, 786-0 105, IGROV1 119 and TK-10 139.
CC(O)CC(=O)O (stereo unspecified) was read as SN12C 103, UO-31 91, OVCAR-4 121, SK-OV-3 114, OVCAR-5 116, 786-0 100, IGROV1 105 and TK-10 88.
`CC(C)n1nc(-c2ccc3oc(N)nc3c2)c2c(N)ncnc21` gave SN12C 3.1*, UO-31 -21*, OVCAR-4 -32*, SK-OV-3 -33*, OVCAR-5 -10.0*, 786-0 -37*, IGROV1 -27* and TK-10 -30*.
`COc1c(O)cc2c(c1O)[C@H]1O[C@H](CO)[C@@H](O)[C@H](O)[C@@H]1OC2=O` gave SN12C 85, UO-31 89, OVCAR-4 115, SK-OV-3 94, 786-0 103, IGROV1 126 and TK-10 114.
`Cn1cc(-c2nnc(-c3cn(C)c4ncccc34)o2)c2cc(Br)ccc21` gave SN12C 85, UO-31 66, OVCAR-4 102, OVCAR-5 101, 786-0 102, IGROV1 70 and TK-10 131.

The listing continues.
For CCCCOc1ccc(CC(=O)NO)cc1 the results were SN12C 99, UO-31 84, OVCAR-4 85, SK-OV-3 98, OVCAR-5 102, 786-0 86, IGROV1 106 and TK-10 98.
Screening CCOC(=O)C(C)O/N=C(C)/C=C/c1ccc(Cl)cc1 (stereo unspecified) returned SN12C 98, UO-31 86, OVCAR-4 99, SK-OV-3 103, OVCAR-5 90, 786-0 104, IGROV1 109 and TK-10 125.
For COc1ccccc1OCCNCC(O)COc1cccc2[nH]c3ccccc3c12 (stereo unspecified) the results were SN12C 69, UO-31 52, OVCAR-4 86, SK-OV-3 100, OVCAR-5 68, 786-0 76, IGROV1 84 and TK-10 77.
For CN(C)/C(N)=N/C(=N)N the results were SN12C 97, UO-31 80, OVCAR-4 105, SK-OV-3 100, OVCAR-5 100, 786-0 96, IGROV1 93 and TK-10 98.
Screening Cn1c(=O)n(-c2ccc(C(C)(C)C#N)cc2)c2c3cc(-c4cnc5ccccc5c4)ccc3ncc21 returned SN12C 17&16, UO-31 -17*, OVCAR-4 1.0*, SK-OV-3 -13*, OVCAR-5 19&10, 786-0 -4.8*, IGROV1 -28* and TK-10 -27*.
`COc1ccc(C2=NN(c3ccc(S(N)(=O)=O)cc3)C(c3ccccc3)C2)c(OC)c1` (stereo unspecified) gave SN12C 85, UO-31 82, OVCAR-4 73, SK-OV-3 72, OVCAR-5 90, 786-0 84, IGROV1 84 and TK-10 79.
For O=C(Nc1ccc(Cl)c(C(F)(F)F)c1)Nc1ccc2nc(NS(=O)(=O)c3ccc4ccccc4c3)sc2c1 the results were SN12C 87, UO-31 71, OVCAR-4 77, SK-OV-3 88, OVCAR-5 102, 786-0 101, IGROV1 79 and TK-10 86.
`O=C(Nc1ccc(Oc2ccc(Cl)c(F)c2)cc1)c1ccc2nc(NC(=O)c3ccc(NCCc4ccccc4)c([N+](=O)[O-])c3)sc2c1` gave SN12C 80, UO-31 40, OVCAR-4 83, SK-OV-3 104, OVCAR-5 122, 786-0 94, IGROV1 91 and TK-10 97.
CC(/C=C/c1ccccc1)=N\OCC(N)=O was read as SN12C 104, UO-31 78, OVCAR-4 113, SK-OV-3 100, OVCAR-5 102, 786-0 102, IGROV1 102 and TK-10 91.
Screening CCCOC(=O)c1ccc(O)cc1 returned SN12C 102, UO-31 80, OVCAR-4 122, SK-OV-3 92, OVCAR-5 103, 786-0 106, IGROV1 108 and TK-10 94.
CCCC[C@@H](CC)COC(=O)c1ccccc1O was read as SN12C 97, UO-31 91, OVCAR-4 96, SK-OV-3 109, OVCAR-5 124, 786-0 111, IGROV1 97 and TK-10 131.
